H9c2 TAG inh = triacylglycerol accumulation inhibition | H9c2 cells, Nile Red lipid (TAG) fluorescence; cells loaded with 200 µM oleic acid | inhibition, % at 12.5 µM | hit rate 0.66% among 230,000;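 active = pattern-corrected inhibition of lipid staining of at least 50% with the nuclear-stain viability signal not falling by more than 50%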;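 note: 0% = DMSO wells and 100% = triacsin C control wells; some results filed as inactive read as strong as hits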
H9c2 TAG inh DAPI viability = second read-out of H9c2 TAG inh, no call of its own (marks repeat the call); DAPI nuclei signal change (viability), lower = more cytotoxic, %;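 whole-well DAPI fluorescence read on a plate reader as a viability signal; minus 50 percent equals half of cells still viable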
* = called active by the depositor; i = inactive. A portion of the library; rates above refer to the full screens.

SMILES | H9c2 TAG inh | H9c2 TAG inh DAPI viability
COc1cc(C2c3c([nH]c(=O)[nH]c3=O)Nc3ccc4ccccc4c32)ccc1O (configuration not stated) | -2.3 | 5.5
CCCC(=O)N(CCN(C(=O)CCC)c1ccccc1)c1ccccc1 | 19.8 | -8.2
N#Cc1cnn(-c2cccc(Cl)c2)c1-n1cccc1 | -3.4 | 0.6
N#C/C(=C\c1cn(CC(=O)O)c2ccccc12)C(=O)NCc1ccccc1 | -4.5 | 3.7
CC(=O)NCCNC(=O)c1cccc(NS(=O)(=O)c2ccc3c(c2)OCCO3)c1 | -8.1 | -7.1
Cc1ccc(-n2c(C)cc(/C=N/NC(=O)CC3(C)OCCO3)c2C)cc1 | -0.7 | -0.5
Cc1cc(N2C(=O)C(O)=C(C(=O)c3ccco3)C2c2ccccc2F)no1 (configuration not stated) | -10.9 | 0.6
COc1ccccc1C(=O)Nc1ccc(N2CCN(C(C)=O)CC2)cc1 | 7.0 | 5.4
Cn1c(NC(=O)c2ccco2)c(-c2ccccc2Cl)c(=O)c2ccccc21 | 2.4 | -2.2
CCCN(C(=O)c1cc(S(=O)(=O)N2CCCCC2)ccc1Cl)C1CCS(=O)(=O)C1 (configuration not stated) | -4.9 | 5.6
CC(C)(C)OC(=O)N1CCN(C(=O)c2ncn3c2c(=O)[nH]c2ccccc23)CC1 | -2.5 | 0.0
COc1cc(F)ccc1-c1cc(C(=O)NCC2CCCCC2)[nH]n1 | -6.6 | 0.4
COc1ccc(S(=O)(=O)Nc2ccc3c(c2)n(C)c(=O)n3C)cc1 | 8.2 | -5.3
C(=N\Nc1nc2ccccc2[nH]1)/c1ccccc1 | 13.4 | 7.4
CC1CN(c2c3c(nc4ncnn24)CCCC3)CC(C)O1 (configuration not stated) | 7.3 | -18.9
CCOC(=O)/C(=N\Nc1ccc(Br)cc1)N1CCN(c2ccccc2OC)CC1 | 4.1 | 2.4
O=C(NC(=S)N1CCN(c2nc(-c3ccccc3)cs2)CC1)c1cncc(Br)c1 | -5.7 | 14.9
COc1ccccc1-c1nc2cc3ccccc3cc2nc1-c1ccccc1 | 0.5 | -4.9
Clc1ccc(-c2nc3cnccn3c2NC2CCCC2)cc1 | 0.1 | 74.4
COc1cc(-c2nnc(COC(=O)c3cc(C)no3)o2)cc(OC)c1OC | 0.1 | 0.1
Cc1ccc(S(=O)(=O)NCc2ccccc2)cc1C(=O)NCc1ccccn1 | -1.6 | 5.3
COc1ccccc1/C=C/C=N/NC(=O)CC1C(=O)NN=C1C (configuration not stated) | 14.6 | -5.7
O=C(COC(=O)c1cccnc1Cl)NCCc1ccc(F)cc1 | -1.9 | 11.3
O=C(COc1ccc2cc(Br)ccc2c1Br)N1CCOCC1 | 7.2 | -0.1
S=C(NCCc1cccc(Cl)c1)NCc1ccccc1 | 3.1 | -6.1

Quoted from above, six compounds:
SMILES | H9c2 TAG inh | H9c2 TAG inh DAPI viability
COc1cc(-c2nnc(COC(=O)c3cc(C)no3)o2)cc(OC)c1OC | 0.1 | 0.1
Cc1ccc(S(=O)(=O)NCc2ccccc2)cc1C(=O)NCc1ccccn1 | -1.6 | 5.3
COc1ccccc1/C=C/C=N/NC(=O)CC1C(=O)NN=C1C (configuration not stated) | 14.6 | -5.7
O=C(COC(=O)c1cccnc1Cl)NCCc1ccc(F)cc1 | -1.9 | 11.3
O=C(COc1ccc2cc(Br)ccc2c1Br)N1CCOCC1 | 7.2 | -0.1
S=C(NCCc1cccc(Cl)c1)NCc1ccccc1 | 3.1 | -6.1

Carrying on.
SMILES | H9c2 TAG inh | H9c2 TAG inh DAPI viability
CC(=O)Nc1ccc(-c2cc(NC(C)=O)n(-c3ccccc3)n2)cc1 | -1.2 | -6.4
Cc1ccc(C2(C)NC(=O)N(CC(=O)N3CCN(S(=O)(=O)c4ccccc4[N+](=O)[O-])CC3)C2=O)cc1 (configuration not stated) | 19.6 | -7.9
COc1ccc(C2N=C(N)N=C(N)N2c2ccccc2OC)cc1OC (configuration not stated) | 5.1 | 0.1
COc1ccc(-n2nc3c(c2NC(=O)COc2ccccc2OC)CS(=O)(=O)C3)cc1 | 4.4 | 1.1
NC(=O)c1ccsc1NC(=O)COC(=O)c1ccncc1 | 8.0 | -7.2
CCCCCCCCCCCCCCC(O)C[N+](C)(CCO)CCO (configuration not stated) | 35.6 | -28.7
O=C(Nc1nc2c(s1)CCCC2)c1ccc(N2C(=O)CCC2=O)cc1 | 5.8 | -8.6
COc1ccc(/C=N/NS(=O)(=O)c2ccccc2)cc1OS(=O)(=O)c1ccccc1 | -23.3 | -15.2
COc1ccc(C2Nc3ccccc3C(=O)N2NC(=O)c2ccccc2)cc1OC (configuration not stated) | 7.0 | 0.0
Cc1c(C(=O)NCC(C)(C)N2CCOCC2)oc2ccccc12 | 4.2 | -7.7
COc1ccc(S(=O)(=O)N2CCc3ccccc32)cc1C(=O)NCCc1ccc(S(N)(=O)=O)cc1 | 11.3 | -8.3
C=CCn1c(SCC(=O)N2CCOCC2)nc(O)c(Cc2ccccc2)c1=O | -1.4 | -1.6
Cc1ccc(F)cc1NC(=O)CN1C(=O)NC2(CCCc3ccccc32)C1=O (configuration not stated) | -11.8 | -0.5
COc1ccc(C(N)c2csc(NC(=O)Nc3cccc(C(F)(F)F)c3)n2)cc1 (configuration not stated) | 45.6 | -33.2
Cc1ccc(C(=O)NNC(=O)c2cccc(Br)c2)cc1 | 3.5 | -14.5
CNCCOc1ccc(Cl)c(Cl)c1 | -0.8 | 10.9
CCOC(=O)c1sc2nc(C)nc(SC(C)C(=O)N(C)c3ccccc3)c2c1C (configuration not stated) | -2.1 | -9.3
CC[C@@H](C)[C@@H](C(=O)N1CCN(C(=O)OC(C)(C)C)CC1)n1cc(CCCCNC(=O)OC(C)(C)C)nn1 | -21.6 | -11.8
COc1ccc(C(=O)CCS(=O)(=O)c2ccc(C)cc2)cc1 | 4.1 | -1.0
Cc1nn(Cc2ccc(F)cc2)c2sc(C(=O)Nc3ccccc3N3CCOCC3)cc12 | -14.9 | -6.6
Cc1ccc(S(=O)(=O)c2nc(Nc3nccs3)sc2Cl)cc1 | 5.2 | -0.6
N#C/C(=C\c1ccccc1)C(=O)NNS(=O)(=O)c1ccc(Br)cc1 | 8.6 | 0.4
COc1ccc2cc(C(=O)C3CCCN(C(=O)c4cncs4)C3)ccc2c1 (configuration not stated) | 3.5 | 27.7
CC(C)/C=C/C(=O)N1CCCC(N2CCN(c3ccccc3F)CC2)C1 (configuration not stated) | 0.5 | -1.4
N#Cc1ccc(NC(=O)NN2CCCCCC2)cc1 | -15.0 | 9.8

Among those listed so far, 5 contain bromine:
SMILES | H9c2 TAG inh | H9c2 TAG inh DAPI viability
CCOC(=O)/C(=N\Nc1ccc(Br)cc1)N1CCN(c2ccccc2OC)CC1 | 4.1 | 2.4
O=C(NC(=S)N1CCN(c2nc(-c3ccccc3)cs2)CC1)c1cncc(Br)c1 | -5.7 | 14.9
O=C(COc1ccc2cc(Br)ccc2c1Br)N1CCOCC1 | 7.2 | -0.1
Cc1ccc(C(=O)NNC(=O)c2cccc(Br)c2)cc1 | 3.5 | -14.5
N#C/C(=C\c1ccccc1)C(=O)NNS(=O)(=O)c1ccc(Br)cc1 | 8.6 | 0.4

(listing goes on)
SMILES | H9c2 TAG inh | H9c2 TAG inh DAPI viability
CCc1ccc(NC(=S)N2CCN(c3cccc(OC)c3)CC2)cc1 | 16.6 | -15.0
CCOc1ccc(-c2[nH]ncc2-c2csc(C)n2)c(O)c1 | -3.7 | 1.9
COC(=O)CSc1nnc(CCc2nc3ccccc3[nH]2)n1C | -20.0 | 16.0
CCN(CC)S(=O)(=O)c1ccc(N2CCOCC2)c(NC(=O)C2CSC3(C)CCC(=O)N23)c1 (configuration not stated) | 19.4 | -3.8
CC(=O)N1CCC(N(CCCOC(C)C)C(=O)Nc2ccc(Cl)cc2)CC1 | 2.1 | 2.5
CCCN(CCC)C(=O)C1CCCN1S(=O)(=O)c1cccc2nsnc12 (configuration not stated) | 0.7 | -11.2
CCOC(=O)CN1C(=O)N[C@@H](CCc2ccccc2)C(C(=O)OC)=C1C | -4.8 | -0.7
COC(=O)c1ccc(CNC(=O)C2CCC(=O)N(Cc3cccc(F)c3)C2)cc1 (configuration not stated) | -12.3 | 4.4
CCc1nc(OCc2ccco2)c2sc3nc4c(cc3c2n1)COC(C)(C)C4 | 14.9 | -3.8
COc1ccc2oc(=O)cc(CN3CCN(Cc4ccccc4)CC3)c2c1 | -36.7 | 13.7
Cc1cc(C(=O)NN=Cc2ccc(-c3ccc(F)cc3)o2)c(C)o1 | 9.7 | -2.4
O=C(NNC(=O)c1cccs1)c1ccncc1 | 8.8 | -15.5
OC[C@@H]1[C@@H](c2ccc(Cl)cc2)C(c2ccc(F)cc2)=NN1c1ccccc1 | -18.1 | i
CCOC(=O)C1CCN(C(=O)c2ccc(N3CCCC3=O)cc2)CC1 | 15.0 | -4.1
CCOC(=O)C1=C(COC(=O)/C=C/c2cccc(Cl)c2)NC(=O)NC1C (configuration not stated) | -5.2 | -0.1
COc1cccc2sc(NNC(=O)COc3ccccc3)nc12 | 0.6 | 3.2
COC(=O)c1ccc(N2C(=O)C3CC(C)=C(C)CC3C2=O)cc1 (configuration not stated) | 0.1 | -1.8
CN(C)CCCn1c2c(c(SCC(=O)Nc3nccs3)nc1=O)CCC2 | 12.5 | 0.8
CC(C)[C@H](NC(=O)c1ccccc1)C(=O)OCC(=O)N1CCN(C(=O)c2ccco2)CC1 | -13.8 | 9.9
N/C(=N\OC(=O)c1cccc(Cn2cc(C(F)(F)F)ccc2=O)c1)c1ccc(Cl)cc1 | -2.0 | 1.2
CCN(CC)S(=O)(=O)c1cccc(NC(=O)c2cncc(Br)c2)c1 | -21.8 | 3.3
COc1cccc(NC(=O)C2CCN(S(=O)(=O)c3ccccc3)CC2)c1 | 8.3 | -3.9
Cc1cccn2c(=O)c(/C=C(\C#N)S(=O)(=O)c3ccccc3)c(N3CCN(C)CC3)nc12 | 2.7 | 5.1
CCSC1=NCCN1S(=O)(=O)c1ccc(NC(C)=O)cc1 | 0.9 | -0.8
Cc1ccc(Cn2c(-c3nonc3N)nc3ccccc32)cc1 | -102.9 | -4.3

(listing goes on)
SMILES | H9c2 TAG inh | H9c2 TAG inh DAPI viability
Cc1ccc(S(=O)(=O)N2CCCSCC2)cc1 | -4.5 | -5.4
CC(OCC(O)CN(C)Cc1nc2ccccc2c(=O)[nH]1)c1ccc(Cl)cc1 (configuration not stated) | 0.6 | 8.2
Cn1c(N)c(C(=O)CSc2nnc(C3CC3)n2N)c(=O)n(C)c1=O | -14.7 | -6.6
O=C(CN1C(=O)NC2(CCCC2)C1=O)NCCc1ccc(F)cc1 | -12.7 | 4.2
COc1ccc(OCC(=O)Nc2ccccc2C(=O)NC(C)C)cc1 | 9.4 | -2.4
COc1cccc2sc3ccc(C#CC4(N)CCCCC4)cc3c(=O)c12 | 21.2 | 28.3
Cc1ccc(NC(=O)COC(=O)CCn2c(C)csc2=O)c([N+](=O)[O-])c1 | -0.7 | 1.2
C=CCc1cccc(CNc2nc3ccccc3n2C)c1O | 4.9 | -3.8
O=C1NC(=O)/C(=C\c2ccc(Cl)nc2)S1 | -6.9 | 7.3
O=C1c2cccc3cccc(c23)C(=O)N1Cc1ccccc1 | -31.4 | 23.3
O=C(NCC1CCCO1)c1cncc(Br)c1 (configuration not stated) | 7.2 | 11.1
CCC(Sc1nc(N)c(NC(=O)c2ccc(Br)o2)c(=O)[nH]1)C(=O)O (configuration not stated) | 11.3 | 6.6
COc1cc(/C=C(/C#N)C(=O)Nc2ccccc2)c(Br)cc1OCc1ccc(C(=O)O)cc1 | -15.5 | 13.0
Cc1nc2ccccc2nc(=O)c1NNc1ccc([N+](=O)[O-])cc1 | -7.3 | -0.1
Cc1cc(Nc2ccc(Br)cc2)nc2ccccc12 | 17.4 | 4.5
CCOC(=O)/C=C1/SCC(=O)N1CC(=O)Nc1ccccc1OC(F)F | -3.6 | 1.6
CCOCC(=O)NC1CCc2cc(OC(=O)COCC)c(OC)c(OC)c2-c2ccc(SC)c(=O)cc21 (configuration not stated) | 25.2 | -16.5
COc1cccc(C(=O)N(Cc2ccco2)c2c(N)n(Cc3ccccc3)c(=O)[nH]c2=O)c1 | 12.3 | 3.1
COc1cc(-c2c(C#N)c(=O)[nH]c3c2c(C)nn3-c2ccccc2)ccc1O | 7.1 | -3.0
CC(C)(C)c1ccc(OCCNC(=S)NC(=O)c2cccnc2)cc1 | -10.9 | 9.3
Cc1noc(C)c1C(=O)N1CCC1(C)C(=O)NS(=O)(=O)c1cccc(F)c1 (configuration not stated) | 0.3 | 0.3
Cc1cccc(C)c1N1CCN(CCn2c(=S)[nH]c3ccccc3c2=O)CC1 | 8.8 | 0.9
CCOC(=O)C1(Cc2ccccc2)CCCN(CCCn2cccn2)C1 (configuration not stated) | -7.2 | 5.7
CS(=O)(=O)N(CC(=O)Nc1ccc2c(c1)OCO2)c1ccc(Cl)cc1 | 18.8 | -7.4
Cc1sc2ncnc(N3CCN(c4ncccn4)CC3)c2c1C | -82.2 | -0.8
Cc1cc(C)nc(CCNC(=O)CC2C(=O)NCCN2Cc2ccc(F)cc2Cl)n1 (configuration not stated) | 6.3 | 0.9
Cc1ccc(C(=O)CSc2nnc(-c3ccco3)n2Cc2ccccc2)cc1 | -37.3 | 5.9
O=C(O)C1CCCCN1S(=O)(=O)c1ccc(Cl)s1 (configuration not stated) | -3.4 | -3.8
Cc1ccc(C)c(N(CC(=O)Nc2ccccc2C(=O)NCc2ccco2)S(=O)(=O)c2ccccc2)c1 | 3.4 | 0.5

Four compounds out of the list, ordered by molar mass, ascending:
SMILES | H9c2 TAG inh | H9c2 TAG inh DAPI viability
Cn1c(N)c(C(=O)CSc2nnc(C3CC3)n2N)c(=O)n(C)c1=O | -14.7 | -6.6
Cc1ccc(NC(=O)COC(=O)CCn2c(C)csc2=O)c([N+](=O)[O-])c1 | -0.7 | 1.2
CCC(Sc1nc(N)c(NC(=O)c2ccc(Br)o2)c(=O)[nH]1)C(=O)O (configuration not stated) | 11.3 | 6.6
COc1cc(/C=C(/C#N)C(=O)Nc2ccccc2)c(Br)cc1OCc1ccc(C(=O)O)cc1 | -15.5 | 13.0

Source: PubChem BioAssay
